RAM network inh – yeast RAM network inhibition. inhibition, % at 50 µM. S. cerevisiae dse1pr::URA3 reporter, 5-FOA growth OD615, 2 d; analog-sensitive cbk1-as2 kinase mutant strain. AID 868. 190,000 tested, 1.8% active;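 active = inhibition above a set limit, 3 SD over mean compound inhibition, cut at about 8.4% in these data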;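 note: 0% = DMSO-only wells with no growth and 100% = 10 µM 1-NA-PP1 full growth; inhibition rescues growth on 5-FOA so higher OD means more RAM inhibition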
TNAP act hi DEA – activators of human TNAP at high phosphate acceptor concentration. P05186. purified TNAP, CDP-star luminescence, 1 M DEA, 30 min; hits give high values; 0 = EDTA background, 1 = DMSO-only activity. activation factor at 20 µM. 200,000 tested, under 10 active. AID 1136;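 active = activation factor at least 2 at 20 µM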
Target sequence (P05186 whole entry, looked up): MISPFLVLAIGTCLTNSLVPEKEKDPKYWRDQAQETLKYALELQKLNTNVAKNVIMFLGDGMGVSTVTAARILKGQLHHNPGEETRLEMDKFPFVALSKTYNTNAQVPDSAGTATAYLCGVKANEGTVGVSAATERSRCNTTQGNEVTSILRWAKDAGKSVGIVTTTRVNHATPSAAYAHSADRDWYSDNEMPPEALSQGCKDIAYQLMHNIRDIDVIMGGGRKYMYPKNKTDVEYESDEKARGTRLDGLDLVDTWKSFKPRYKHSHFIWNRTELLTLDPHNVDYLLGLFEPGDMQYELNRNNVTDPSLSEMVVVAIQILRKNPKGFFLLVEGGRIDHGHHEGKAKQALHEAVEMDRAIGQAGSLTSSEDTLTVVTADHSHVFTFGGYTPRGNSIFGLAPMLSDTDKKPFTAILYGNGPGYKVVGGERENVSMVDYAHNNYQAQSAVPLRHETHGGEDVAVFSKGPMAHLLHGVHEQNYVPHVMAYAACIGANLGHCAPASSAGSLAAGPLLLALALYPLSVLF
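Measured by: Luminescent substrate turnover signal | Test system: Human TNAP | Input: TNAP 1/800 final | Dosing: 20 µM single point | Schedule: 30 min, room temperature | Controls: EDTA wells as negative control, DMSO wells as positive control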
bIAP activator – increases bovine intestinal alkaline phosphatase activity. 200,000 tested, 0.17% active. purified bovine IAP, CDP-star luminescence, 30 min; hits give high values; fold of DMSO-control signal, blank-subtracted. activation factor at 20 µM. AID 1016;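 active = activation factor of 2 or more at 20 µM, a signal rise over negative controls twice the positive control's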
L major viab – reduces viability of Leishmania major promastigotes; resazurin fluorescence viability; inhibition, % at 10 µM; 200,000 tested, 9% active; in the data active = inhibition above about 50%;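 note: promastigotes grown with compound for 44 hours at 28 °C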
bIAP inh – intestinal alkaline phosphatase (bovine) inhibition; purified bovine IAP, CDP-star luminescence, 30 min; inhibition, % at 20 µM; 190,000 tested, under 10 active;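 active = over 50% inhibition of intestinal alkaline phosphatase at 20 µM in the single-dose screen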
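Assay system – bovine IAP enzyme · Quantity – bovine IAP at 1/65,000,000 final dilution · Detection – CDP-star luminescence signal · Times – 30 min reaction at room temperature · Also added – CDP-star substrate at 30 µM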
FLuc inh counter – inhibits firefly luciferase, flagging false hits in luciferase inhibition screens; P08659; ATPLite firefly luciferase biochemical luminescence, 10 min; inhibition, % at 10 µM; 200,000 tested, 1.5% active; AID 1006;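 active = inhibition above about 50% when tested at 10 µM, limit read from the data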
Target sequence (P08659 whole entry, looked up): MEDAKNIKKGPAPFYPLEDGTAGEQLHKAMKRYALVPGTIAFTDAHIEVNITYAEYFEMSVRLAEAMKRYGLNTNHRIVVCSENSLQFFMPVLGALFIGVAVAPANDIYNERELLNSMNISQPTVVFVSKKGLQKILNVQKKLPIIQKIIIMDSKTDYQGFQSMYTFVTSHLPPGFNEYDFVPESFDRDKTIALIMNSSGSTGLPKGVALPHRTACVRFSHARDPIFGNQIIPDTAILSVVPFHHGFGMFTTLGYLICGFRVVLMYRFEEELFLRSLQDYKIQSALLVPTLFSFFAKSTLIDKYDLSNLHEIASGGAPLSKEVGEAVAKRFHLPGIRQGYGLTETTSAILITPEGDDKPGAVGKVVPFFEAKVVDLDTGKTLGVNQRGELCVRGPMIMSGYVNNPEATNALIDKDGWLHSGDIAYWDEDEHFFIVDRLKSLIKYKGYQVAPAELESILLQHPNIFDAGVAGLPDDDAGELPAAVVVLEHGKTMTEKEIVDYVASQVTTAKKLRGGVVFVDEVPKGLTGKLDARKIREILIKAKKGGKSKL
FLuc stim CS – affects firefly luciferase, flagging false hits in luciferase stimulation screens | P08659 | ATPlite luciferase biochemical, luminescence, 10 min; 0 = ATP-free wells, 1 = DMSO control | activation factor at 10 µM | 200,000 tested, under 10 active | AID 1027;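 active = luciferase activation factor, scaled between plate controls, of at least 2 with compound at 10 µM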
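System: cell-free luciferase reagent; medium: PBS as buffer for the ATP substrate; doses: test compounds dosed from 2 mM stocks in 100% DMSO; incubation: 10 min, room temperature; measured by: luminescence from luciferase reaction; read-out: luciferase activation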
TNAP inh hi DEA – inhibitors of human TNAP at high phosphate acceptor concentration. P05186. purified TNAP, CDP-star luminescence, 1 M DEA. inhibition, % at 20 µM. 200,000 tested, 0.03% active. AID 1135;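 active = over 50% inhibition of tissue-nonspecific alkaline phosphatase at 20 µM in the single-dose screen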;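 note: plate controls were DMSO wells for no effect and EDTA-quenched wells as full inhibition for full effect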
TNAP inh no acc – TNAP (human) inhibition, acceptor-free conditions | purified TNAP, CDP-star luminescence, 30 min | P05186 | 200,000 tested, 0.26% active | inhibition, % at 20 µM;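 active = tissue-nonspecific alkaline phosphatase inhibition above about 50% at 20 µM in the single-dose screen, limit read from the data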;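 note: 0% = DMSO negative control and 100% = EDTA positive control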
APP 5UTR inh – APP translation inhibition. SH-SY5Y APP 5'UTR-luciferase reporter, luminescence. 190,000 tested, 0.82% active. inhibition, % at 2 µM;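 active = inhibition above a set limit, derived from the sample mean plus 3 SD, cut at about 45% in these data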; note: values of inactives mirror those of a sister screen read the other way
Active calls of the source: *.

COc1cc(OC)cc(C(=O)N2CCN(c3ccccc3F)CC2)c1 was read as RAM network inh -0.5, TNAP act hi DEA 1, bIAP activator 1, L major viab 2.1, bIAP inh -4.0, FLuc inh counter -4.9, FLuc stim CS 1, TNAP inh hi DEA 2.9, TNAP inh no acc -2.9 and APP 5UTR inh -0.8.
Screening CCCSc1nnc2nc3c(nn12)c1ccccc1n3C returned RAM network inh 0.7, TNAP act hi DEA 1, bIAP activator 0.9, L major viab -1.7, bIAP inh 11.3, FLuc inh counter -6.1, FLuc stim CS 1.1, TNAP inh hi DEA 2.1, TNAP inh no acc -13.1 and APP 5UTR inh -6.4.
Screening CCc1noc(C)c1C(=O)N1CCCC(CCC(=O)NCc2cccc(OC)c2)C1 (stereo not given) returned RAM network inh 0.4, TNAP act hi DEA 1, bIAP activator 1, L major viab -3.5, bIAP inh 4.8, FLuc inh counter -4.7, FLuc stim CS 1, TNAP inh hi DEA -2.3, TNAP inh no acc -6.8 and APP 5UTR inh -5.3.
Screening CN(CCO)c1c2c(nc3cc(-c4cccc(F)c4)nn13)CCCC2 returned RAM network inh 1.2, TNAP act hi DEA 1, bIAP activator 1, L major viab 0.8, bIAP inh -2.1, FLuc inh counter 13.4, FLuc stim CS 0.9, TNAP inh hi DEA -3.4, TNAP inh no acc -8.7 and APP 5UTR inh -153.3.
For O=C(COc1ccccc1)NCC1CCCO1 (stereo not given) the results were RAM network inh -0.6, TNAP act hi DEA 1, bIAP activator 1, L major viab -6.2, bIAP inh -2.9, FLuc inh counter -8.5, FLuc stim CS 1.1, TNAP inh hi DEA -2.4, TNAP inh no acc -9.9 and APP 5UTR inh 7.6.
Screening CCc1ccccc1NC(=S)N(CCN(C)C)C(C)c1ccco1 (stereo not given) returned RAM network inh 2.0, TNAP act hi DEA 1, bIAP activator 1, L major viab 9.1, bIAP inh -4.6, FLuc inh counter -5.5, FLuc stim CS 1.1, TNAP inh hi DEA 0.6, TNAP inh no acc -4.1 and APP 5UTR inh -16.6.
For O=c1c2ccccc2nnn1COc1ccc(F)cc1Cl the results were RAM network inh 0.7, TNAP act hi DEA 1, bIAP activator 1, L major viab 8.3, bIAP inh 1.5, FLuc inh counter 7.7, FLuc stim CS 0.9, TNAP inh hi DEA -2.0, TNAP inh no acc -12.7 and APP 5UTR inh -24.9.
`Cc1cccc(-n2nc(CC#N)c(C#N)c2N)c1` gave RAM network inh 0.7, TNAP act hi DEA 1, bIAP activator 1, L major viab -2.4, bIAP inh 2.2, FLuc inh counter -6.8, FLuc stim CS 1.1, TNAP inh hi DEA -2.4, TNAP inh no acc -29.4 and APP 5UTR inh -10.5.
`Cn1c(SCc2nc3ccccc3[nH]2)nnc1-c1cccnc1` gave RAM network inh 0.2, TNAP act hi DEA 1, bIAP activator 1.2, L major viab -5.2, bIAP inh -15.2, FLuc inh counter -3.0, FLuc stim CS 1, TNAP inh hi DEA -0.2, TNAP inh no acc -8.4 and APP 5UTR inh 18.6.
Screening C/C(=N\S(=O)(=O)c1ccc(C)cc1)N1CCCCC1 returned RAM network inh 1.6, TNAP act hi DEA 1, bIAP activator 1, L major viab -4.6, bIAP inh 2.3, FLuc inh counter -7.3, FLuc stim CS 1.1, TNAP inh hi DEA -2.7, TNAP inh no acc -4.0 and APP 5UTR inh -1.7.
For Cc1c(C#N)c(N)nc(Cl)c1C#N the results were RAM network inh 0.0, TNAP act hi DEA 1, bIAP activator 1, L major viab 4.9, bIAP inh 1.9, FLuc inh counter -0.8, FLuc stim CS 1, TNAP inh hi DEA -3.1, TNAP inh no acc -6.0 and APP 5UTR inh -10.5.
For COc1cc(/C(C#N)=C/c2ccccc2)c([N+](=O)[O-])cc1OC the results were RAM network inh 3.7, TNAP act hi DEA 0.9, bIAP activator 1, L major viab 6.5, bIAP inh 1.3, FLuc inh counter -0.2, FLuc stim CS 1, TNAP inh hi DEA 6.0, TNAP inh no acc 1.8 and APP 5UTR inh 2.5.
For CCOc1ccc(S(=O)(=O)N(CC(=O)N2CCc3ccccc32)Cc2ccco2)cc1 the results were RAM network inh 5.0, TNAP act hi DEA 1.1, bIAP activator 1, L major viab 4.5, bIAP inh 4.2, FLuc inh counter -7.6, FLuc stim CS 1.1, TNAP inh hi DEA -7.9, TNAP inh no acc -6.3 and APP 5UTR inh -15.7.
COc1ccc(N2C(=O)C3CCCN3C2c2cccc(Br)c2)cc1 (stereo not given) was read as RAM network inh 1.8, TNAP act hi DEA 1.1, bIAP activator 1, L major viab -4.9, bIAP inh -3.0, FLuc inh counter -5.6, FLuc stim CS 1.1, TNAP inh hi DEA -6.5, TNAP inh no acc -19.7 and APP 5UTR inh -17.6.
COc1ccc(-c2[nH]n(-c3ccc([N+](=O)[O-])cc3)c(=O)c2C=NCc2ccccc2)cc1 was read as RAM network inh 6.2, TNAP act hi DEA 1, bIAP activator 1.2, L major viab -4.5, bIAP inh -18.5, FLuc inh counter -8.2, FLuc stim CS 1.1, TNAP inh hi DEA 2.1, TNAP inh no acc -4.6 and APP 5UTR inh 6.6.
`COc1ccc2c(COC(=O)c3n[nH]c4ccccc34)cc(=O)oc2c1` gave RAM network inh 4.5, TNAP act hi DEA 1, bIAP activator 1.1, L major viab -2.4, bIAP inh -13.8, FLuc inh counter 43.6, FLuc stim CS 0.6, TNAP inh hi DEA -3.0, TNAP inh no acc 15.2 and APP 5UTR inh -60.0.
For O=C(Nc1ccc(-c2nnc3n2CCCCC3)cc1)c1cc2ccccc2o1 the results were RAM network inh 1.8, TNAP act hi DEA 1, bIAP activator 0.7, L major viab -7.9, bIAP inh 30.9, FLuc inh counter -4.3, FLuc stim CS 1, TNAP inh hi DEA -0.1, TNAP inh no acc 0.8 and APP 5UTR inh 16.0.
For Cc1cc(Cl)cc(Br)c1OCCNCC(C)O (stereo not given) the results were RAM network inh 2.5, TNAP act hi DEA 1, bIAP activator 0.9, L major viab 5.3, bIAP inh 6.9, FLuc inh counter 1.9, FLuc stim CS 1, TNAP inh hi DEA -0.7, TNAP inh no acc -6.7 and APP 5UTR inh -68.2.
COc1ccccc1/C=N/OCC(=O)NCc1ccc2c(c1)OCO2 was read as RAM network inh 0.1, TNAP act hi DEA 1, bIAP activator 1, L major viab 3.3, bIAP inh -4.4, FLuc inh counter -6.6, FLuc stim CS 1.1, TNAP inh hi DEA -0.4, TNAP inh no acc -13.3 and APP 5UTR inh 5.7.
For COc1ccc(CNCc2cccc(OC)c2OC)cc1Br the results were RAM network inh 2.3, TNAP act hi DEA 1, bIAP activator 1.3, L major viab 7.2, bIAP inh -33.8, FLuc inh counter -8.9, FLuc stim CS 1.1, TNAP inh hi DEA -3.5, TNAP inh no acc -7.4 and APP 5UTR inh -23.6.
Screening CC1=Nn2c(nnc2-c2cc(C)[nH]n2)SC1 returned RAM network inh 0.5, TNAP act hi DEA 1, bIAP activator 1, L major viab -2.7, bIAP inh 4.7, FLuc inh counter -0.6, FLuc stim CS 1, TNAP inh hi DEA 0.4, TNAP inh no acc -4.4 and APP 5UTR inh 3.9.
Screening O=C(Cn1nnc(-c2ccccc2NC(=O)c2ccco2)n1)Nc1ccccc1 returned RAM network inh 6.4, TNAP act hi DEA 1, bIAP activator 0.9, L major viab -2.5, bIAP inh 6.5, FLuc inh counter -5.5, FLuc stim CS 1.1, TNAP inh hi DEA -1.4, TNAP inh no acc -8.9 and APP 5UTR inh -4.2.
For CCN1CCCC1CNC(=O)c1ccc(Sc2ccccc2Cl)c([N+](=O)[O-])c1 (stereo not given) the results were RAM network inh -1.0, TNAP act hi DEA 1, bIAP activator 0.8, L major viab 100.3*, bIAP inh 19.4, FLuc inh counter -8.4, FLuc stim CS 1.1, TNAP inh hi DEA -4.3, TNAP inh no acc 1.7 and APP 5UTR inh 2.2.
`O=C(NCc1ccco1)C(c1cccnc1)N(C(=O)Cn1nnc2ccccc21)c1ccccc1` (stereo not given) gave RAM network inh -0.8, TNAP act hi DEA 1.1, bIAP activator 1, L major viab -3.1, bIAP inh 0.0, FLuc inh counter -5.3, FLuc stim CS 1.1, TNAP inh hi DEA -7.0, TNAP inh no acc -5.1 and APP 5UTR inh 0.1.
CCCn1c(NC(=O)c2ccc(Cl)c(S(=O)(=O)N3CCCC3)c2)nc2ccccc21 was read as RAM network inh 6.2, TNAP act hi DEA 1.1, bIAP activator 1, L major viab 71.6*, bIAP inh 3.7, FLuc inh counter -6.3, FLuc stim CS 1.1, TNAP inh hi DEA -6.1, TNAP inh no acc -8.9 and APP 5UTR inh 14.4.
Screening N#Cc1ccc(C(=O)Nc2nnc(-c3ccccn3)o2)cc1 returned RAM network inh 2.9, TNAP act hi DEA 1, bIAP activator 0.9, L major viab 3.1, bIAP inh 6.9, FLuc inh counter 3.6, FLuc stim CS 1, TNAP inh hi DEA 0.2, TNAP inh no acc 11.3 and APP 5UTR inh 10.3.
Screening Cc1nc2ccccc2nc1OCC(=O)Nc1ccc2ccccc2c1 returned RAM network inh 5.2, TNAP act hi DEA 1.1, bIAP activator 0.5, L major viab 59.2*, FLuc inh counter -9.6, FLuc stim CS 1.1, TNAP inh hi DEA -5.1, TNAP inh no acc -0.5 and APP 5UTR inh -8.2.
For CCCCCn1c(CN2CCCCC2C)nc2c1c(=O)n(C)c(=O)n2C (stereo not given) the results were RAM network inh 1.1, TNAP act hi DEA 1, bIAP activator 1, L major viab 10.6, bIAP inh -4.8, FLuc inh counter -8.1, FLuc stim CS 1.1, TNAP inh hi DEA -3.9, TNAP inh no acc -4.3 and APP 5UTR inh -4.0.
Screening Cn1c(=O)c2c(nc(NC3CCCCC3)n2CC(O)COc2ccccc2)n(C)c1=O (stereo not given) returned RAM network inh 0.5, TNAP act hi DEA 1, bIAP activator 0.9, L major viab 33.5, bIAP inh 12.5, FLuc inh counter -4.0, FLuc stim CS 1, TNAP inh hi DEA -4.6, TNAP inh no acc -16.3 and APP 5UTR inh -16.1.
Screening COC(=O)Cc1c(O)ccn(Cc2cccc(C(F)(F)F)c2)c1=O returned RAM network inh -0.2, TNAP act hi DEA 1.1, bIAP activator 0.9, L major viab -15.9, bIAP inh 8.8, FLuc inh counter -7.4, FLuc stim CS 1.1, TNAP inh hi DEA -6.0, TNAP inh no acc -0.3 and APP 5UTR inh -6.2.
For COC(=O)c1ccc(C(=O)OC)c(NS(=O)(=O)c2ccc(NC(C)=O)cc2)c1 the results were RAM network inh -0.8, TNAP act hi DEA 1, bIAP activator 0.7, L major viab -7.0, bIAP inh 27.3, FLuc inh counter -2.6, FLuc stim CS 1, TNAP inh hi DEA -2.6, TNAP inh no acc -9.0 and APP 5UTR inh -2.9.
For CCOC(=O)N1CCC(NC(=O)c2sc3nc4n(c(=O)c3c2C)CCCC4)CC1 the results were RAM network inh 1.9, TNAP act hi DEA 1.1, bIAP activator 1, L major viab 10.0, bIAP inh 2.8, FLuc inh counter -9.9, FLuc stim CS 1.1, TNAP inh hi DEA -5.2, TNAP inh no acc -4.1 and APP 5UTR inh -18.3.

Compound activity (PubChem)
